FLuc modulator: inhibits or activates purified firefly luciferase, miR-21 counter-screen; purified FLuc, Km substrates, luminescence inhibition; Potency, µM (doses to about 57.5 µM), for the others: top-dose activity change, negative = inhibition, most hits filed as inhibitors; 360,000 compounds, 6.9% hits; P08659;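 note: potency is the fitted concentration of half-maximal effect; plate controls were vehicle for no effect and reference inhibitor for full effect; nearly all actives have a fitted effect of over 55% in size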
Target sequence (P08659 whole entry, looked up): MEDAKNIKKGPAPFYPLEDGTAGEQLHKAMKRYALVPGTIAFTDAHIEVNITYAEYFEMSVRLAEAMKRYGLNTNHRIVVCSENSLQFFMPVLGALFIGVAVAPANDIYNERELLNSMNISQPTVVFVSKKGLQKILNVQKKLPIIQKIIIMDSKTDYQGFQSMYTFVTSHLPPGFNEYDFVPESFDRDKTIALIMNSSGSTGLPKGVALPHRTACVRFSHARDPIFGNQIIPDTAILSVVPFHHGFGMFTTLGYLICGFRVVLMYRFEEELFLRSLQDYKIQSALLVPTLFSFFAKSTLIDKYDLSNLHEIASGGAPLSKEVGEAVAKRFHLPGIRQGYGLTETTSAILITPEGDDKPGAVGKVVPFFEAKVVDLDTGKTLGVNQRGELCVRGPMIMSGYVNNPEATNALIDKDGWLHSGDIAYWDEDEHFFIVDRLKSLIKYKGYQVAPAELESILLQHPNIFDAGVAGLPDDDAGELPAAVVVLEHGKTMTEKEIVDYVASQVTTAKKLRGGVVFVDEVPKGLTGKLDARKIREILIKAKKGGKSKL
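Purified P. pyralis luciferase, 10 nM final, with Km-level 10 uM D-luciferin and 10 uM ATP in 50 mM Tris acetate pH 7.5, 10 mM Mg acetate, 0.01% Tween-20, 0.05% BSA; 6-point qHTS titration about 60 µM downward; luminescence read.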
KCNH2 3.1 inh: KCNH2 3.1 (human) potassium channel inhibition | 340,000 compounds, 0.95% hits | activity change, % (tested at about 1.8 µM) | U2OS KCNH2 3.1, thallium flux FluxOr; stronger effect = lower value;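 active = maximum activity change below -70%; inconclusive = maximum activity change from -70% to -50%; inactive = maximum activity change above -50%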;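 note: thallium influx rate constant from kinetic fluorescence after stimulation buffer; % is set by controls: 0 for no effect and ±100 for the full control effect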
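Measured as rate of thallium-driven FluxOr signal in transduced U2OS cells carrying the 3.1 channel, read kinetically for 2 min upon stimulation; values are rate constants scaled to DMSO control wells.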
NPC1 promoter act: activates the NPC1 promoter; Huh7 NPC1 promoter luciferase reporter, 24 h; Potency, µM (doses to about 9.22 µM), for inactives: top-dose activation, usual class: activators; 320,000 compounds, 2.4% hits;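 note: potency is the fitted concentration of half-maximal effect; % of control where 0% means no effect; nearly all actives have a fitted effect of over 60% in size; reporter is driven by a mutant NPC1 promoter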
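NPC1 promoter–luciferase Huh7 cells; 24 h compound; luminescence.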
RORgamma inh: inhibitors of mouse ROR gamma transcriptional activity; P51450; 310,000 compounds, 5.4% hits; Potency, µM (titrated, usually from 53.6 µM), inactives show at the top dose activity change, negative = inhibition, most hits filed as inhibitors; Drosophila S2 Gal4-RORgamma UAS-luciferase reporter, 20 h; note: potency is the fitted concentration of half-maximal effect; % is set by controls: 0 for no effect and ±100 for the full control effect; nearly all actives have a fitted effect of over 60% in size
Target sequence (P51450 whole entry, looked up, the tested form may be a part): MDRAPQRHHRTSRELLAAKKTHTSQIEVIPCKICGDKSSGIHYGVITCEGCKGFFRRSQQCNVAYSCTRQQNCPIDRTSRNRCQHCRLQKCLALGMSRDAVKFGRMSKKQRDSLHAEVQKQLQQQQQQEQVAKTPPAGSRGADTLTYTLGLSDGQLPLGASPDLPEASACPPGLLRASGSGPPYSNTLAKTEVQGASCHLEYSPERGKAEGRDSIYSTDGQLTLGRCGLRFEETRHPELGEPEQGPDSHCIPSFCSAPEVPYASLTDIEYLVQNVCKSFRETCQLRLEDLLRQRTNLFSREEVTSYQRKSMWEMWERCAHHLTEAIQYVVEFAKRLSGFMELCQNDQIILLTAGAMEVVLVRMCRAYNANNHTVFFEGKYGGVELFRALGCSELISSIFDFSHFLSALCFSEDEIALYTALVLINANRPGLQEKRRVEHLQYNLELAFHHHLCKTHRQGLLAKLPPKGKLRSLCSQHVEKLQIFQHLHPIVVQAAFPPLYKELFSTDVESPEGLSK
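Stably transfected Drosophila Schneider cells are the test system, with ROR gamma fused to Gal4 and luciferase under UAS control; luminescence is read after 20 hr of 700 uM copper sulfate induction at ambient temperature.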
PKM2 act: activators of human pyruvate kinase M2; P14618; purified PKM2, Kinase-Glo ATP luminescence, activation; response scale: 0% is enzyme alone, no compound; Potency, µM (top dose mostly 57.5 µM), without a hit: top-dose activation, actives largely listed as activators; 260,000 compounds, 0.34% hits; note: potency is the fitted concentration of half-maximal effect; % is set by controls: 0 for no effect and ±100 for the full control effect; nearly all actives have a fitted effect of over 55% in size
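ATP formation by purified human PK-M2, quantified via coupled luciferase luminescence after 1 h at room temperature with 0.1 mM ADP and 0.5 mM PEP final.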
MBNL1-CUG inh: MBNL1-poly(CUG) RNA binding inhibition; TR-FRET MBNL1-His/biotin-(CUG)12 binding, 665/545 ratio; Potency, µM (top dose mostly 57.5 µM), for the others: top-dose activity change, negative = inhibition, actives largely listed as inhibitors; 280,000 compounds, 0.036% hits; AID 2675; active = well fitted inhibition curve with a large enough effect in the signal ratio, with a control signal flat, not every such curve was filed as active; inconclusive = small, poorly fitted or top-dose-only effect, or effect the other way, or a change in a side signal; inactive = no such curve, though single readings can be large or run the other way; the % refers to the signal ratio; note: potency is the fitted concentration of half-maximal effect; % is set by controls: 0 for no effect and ±100 for the full control effect
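MBNL1-His + Biotin-(CUG)12, cpd titration 92 nM–58 uM; Tb anti-His Ab 0.055 ng/ul, SA-XL665 5 nM (final); 60 min RT; ratiometric 665/545 nm, Ex 340 nm; normalized to buffer and full-complex controls.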
Rab9 promoter act: activates the Rab9 promoter. Huh7 Rab9 promoter-luciferase reporter, luminescence, 24 h. Potency, µM (titrated, usually from 9.22 µM), for inactives: at the highest dose activation, negative = inhibition, usual class: activators. 320,000 compounds, 2.8% hits; note: potency is the fitted concentration of half-maximal effect; % of control where 0% means no effect; nearly all actives have a fitted effect of over 60% in size
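Measured in stably transfected Huh7 cells bearing a Rab9 promoter–luciferase construct: 24 h compound treatment at 37 °C, followed by luminescence detection.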
VP16 counter: inhibits Gal4-VP16 luciferase reporter, ROR gamma counter-screen | Drosophila S2 Gal4-VP16 UAS-luciferase, luminescence, 20 h | Potency, µM (top dose mostly 53.6 µM), without a hit: at the highest dose activity, negative = inhibition, actives largely listed as inhibitors | 310,000 compounds, 3.5% hits;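 note: Gal4-VP16 expression switched on by copper sulfate through the metallothionein promoter; potency is the fitted concentration of half-maximal effect; % is set by controls: 0 for no effect and ±100 for the full control effect; nearly all actives have a fitted effect of over 50% in size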
Mito fusion yeast: inhibitors of mitochondrial division or activators of mitochondrial fusion | 320,000 compounds, 0.23% hits | S. cerevisiae fusion-defective mutant growth rescue, CellTiterGlo 48 h | Potency, µM (series often up to 46.1 µM), without a hit: at the top dose growth rescue (activation), actives largely listed as activators;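 note: potency is the fitted concentration of half-maximal effect; % of control where 0% means no effect; nearly all actives have a fitted effect of over 45% in size; temperature-sensitive fusion mutants such as fzo1-1 at 37 °C on non-fermentable ethanol glycerol medium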
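Yeast fusion mutant, YPEG (non-fermentable carbon), compound, 48 h at 37C non-permissive; CellTiterGlo added, 10 min RT, luminescence read. Rescued growth = division inhibition.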
ELG1 repair inh: ELG1-dependent DNA repair inhibition; HEK293T ELG1-luciferase reporter, luminescence, 16 h; DNA damage induced by 5-fluorouridine; Potency, µM (doses to about 46.1 µM), for inactives: at the top dose activity change, negative = inhibition, usual class: inhibitors; 330,000 compounds, 2.3% hits; note: potency is the fitted concentration of half-maximal effect; % is set by controls: 0 for no effect and ±100 for the full control effect; nearly all actives have a fitted effect of over 55% in size
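Step one: seed 2,000 cells per well. Step two: pin-transfer compound or DMSO alongside 5-fluorouridine. Step three: incubate 16 hr, 37 °C, 5% CO2. Step four: add ONE-Glo, wait 30 min, read luminescence.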
Menin-MLL TR inh: displaces Texas Red mutant MLL peptide from human menin; Menin + Texas Red MLL mutant peptide, fluorescence polarization; Potency, µM (series often up to 61.6 µM), inactives show at the top dose FP activity change, negative = inhibition, usual class: inhibitors; 270,000 compounds, 0.23% hits; O00255; active = well fitted inhibition curve with a large enough effect in the polarisation, with a control signal flat, not every such curve was filed as active; inconclusive = small, poorly fitted or top-dose-only effect, or effect the other way, or a change in a side signal; inactive = no such curve, though single readings can be large or run the other way; the % refers to the polarisation; note: potency is the fitted concentration of half-maximal effect; % of control where 0% means no effect; many of its hits are not listed in these tables
* marks the source's active call; other numbers are inactive results; ? = inconclusive; nt = no result given; [ ] = remark or other dose. Unless noted, calls come from the whole dose curve; as a rule, active = well fitted curve in the direction sought with a large enough effect; inconclusive = small, poorly fitted or top-dose-only effect, or another doubt; inactive = no such curve, though single readings can be large; an effect the other way counts as inactive or inconclusive. Not all compounds are listed, so the mix of outcomes need not match the whole.

SMILES	FLuc modulator	KCNH2 3.1 inh	NPC1 promoter act	RORgamma inh	PKM2 act	MBNL1-CUG inh	Rab9 promoter act	VP16 counter	Mito fusion yeast	ELG1 repair inh	Menin-MLL TR inh
Cc1ccc(COC(=O)c2nn(C)c(=O)c3ccccc23)cc1	7.3%	-0.7	-3.5%	?	-1.1%	2.4%	-4.1%	?	9.4%	?	?
Cc1noc(C)c1C(=O)N(CC(C)C)c1nc2ccccc2s1	1.6%	14.0	-5.2%	-0.9%	-7.0%	-3.3%	5.3%	-7.6%	-1.2%	-4.6%	nt
COc1cc(C)c(S(=O)(=O)N2CCCC2)cc1C(C)C	1.1%	-11.3	-3.0%	16.3%	-3.5%	-5.8%	0.4%	4.7%	18.6%	12.4%	?
COC(=O)c1ccc(N2CCN(C)CC2)c(NC(=O)COc2ccc(C)cc2)c1	0.6%	1.2	2.1%	-21.3%	-3.1%	-1.8%	1.0%	0.8%	-0.1%	2.8%	nt
Cc1ccccc1NC(=O)NCCCN1CCN(c2ccccc2)CC1	-3.3%	-13.1	-1.5%	-11.2%	-1.9%	3.2%	-5.6%	-0.3%	-1.4%	-0.4%	-3.7%
CC(C)Nc1nc(NC2CCCC2)nc(N2CCOCC2)n1	-0.3%	4.2	-0.2%	nt	nt	nt	3.3%	nt	-1.4%	21.8%	nt
O=C(CN1CCCCC1)Nc1ccccc1Oc1ccccc1	3.1%	-3.0	-2.2%	25.6%	-9.4%	nt	-3.1%	-1.1%	0.1%	-19.9%	nt
O=C(c1cn(-c2ccccc2)nc1-c1cccs1)N1CCN(c2ccc(F)cc2)CC1	13.5µM*	1.1	2.2%	30.2%	2.5%	-1.1%	-3.1%	-7.0%	17.2%	?	0.0%
COc1ccc(C2c3c(ncn(Cc4ccco4)c3=N)Oc3ccc4ccccc4c32)cc1 (stereo unspecified)	2.9%	-12.8	-7.3%	17.8µM*	?	-3.0%	-2.4%	8.91µM*	17.1%	-7.3%	0.1%
Cc1ccc(C(=O)NC(=S)/C=C2\N(C)c3ccccc3C2(C)C)cc1	2.7%	-28.9	-5.4%	7.08µM*	-5.4%	27.4%	-6.3%	5.62µM*	11.9%	-12.3%	?
CCc1ccccc1N(CC(=O)NC1CCCCC1)C(=O)CCCC(=O)Nc1ccccn1	1.6%	-11.2	-0.6%	6.6%	nt	-0.6%	4.2%	3.2%	-5.8%	0.9%	nt
COc1cc(/C=C(\C#N)C(=O)Nc2cccnc2)ccc1OC(C)C	?	0.7	-1.6%	-0.2%	-3.2%	nt	-5.6%	-5.8%	-7.2%	2.0%	2.6%
Cc1ccc(N2C(=O)CCC(C(=O)O)C2c2cccs2)cc1 (stereo unspecified)	0.4%	2.1	5.7%	-25.0%	-3.9%	-2.4%	-0.2%	-16.4%	0.8%	?	3.1%
O=C(N/N=C/c1cccs1)C1CC(=O)N(c2ccccc2)C1 (stereo unspecified)	3.6%	10.2	-1.3%	1.8%	-0.3%	52.8%[activator]	0.3%	9.9%	-11.1%	19.2%	-7.3%
O=C(CN1CCOCC1)Nc1ccccc1Sc1ccccc1	0.2%	8.7	-3.1%	-23.1%	-19.4%	-2.4%	-4.8%	-4.0%	12.9%	-15.2%	-8.5%
O=C(Nc1ccc(Cl)cc1)N(Cc1cccs1)Cc1cccs1	-4.2%	-24.6	-1.0%	?	12.9%	-3.1%	-6.4%	12.1%	21.7%	?	34.5%
O=C(c1ccc(S(=O)(=O)c2cccc(Cl)c2)c([N+](=O)[O-])c1)N1CCN(Cc2ccccc2)CC1	0.8%	-6.6	-2.3%	?	3.16µM*	nt	0.4%	25.1µM*	?	?	-8.0%
CC1CCC2=NN(C(=O)c3ccco3)C(O)(C(F)(F)F)C2C1 (stereo unspecified)	?	2.1	-1.9%	42.0%	5.5%	-3.3%	5.9%	-18.4%	6.8%	4.6%	-16.4%
O=S1(=O)N=C(N(CCO)/N=C/c2ccc(Cl)cc2)c2ccccc21	-1.2%	-3.9	-0.4%	0.5%	nt	1.4%	-5.3%	0.1%	-7.9%	?	?
C/C=C(\C)CN1CCCC(CO)(Cc2ccccc2)C1 (stereo unspecified)	4.9%	2.6	-0.6%	-8.4%	5.5%	-2.4%	-2.0%	0.9%	-11.0%	-2.2%	-15.2%
CNc1snc(C)c1C(=O)OCC(=O)N(C)Cc1ccccc1	3.6%	1.0	-8.4%	nt	nt	nt	-9.0%	nt	-6.8%	-8.2%	nt
O=C(NCCN=C1NS(=O)(=O)c2ccccc21)c1ccccc1	-1.4%	11.1	-2.0%	-16.2%	0.2%	2.5%	3.1%	-2.3%	1.3%	1.6%	6.9%
Cc1ccc(NC(=O)CN(C)C(=O)Cc2c(Cl)cccc2Cl)cc1	2.6%	-6.4	-0.5%	2.9%	-16.4%	3.6%	-0.4%	0.9%	-6.8%	4.6%	-8.1%
COC(=O)c1ccc2ccccc2c1OC1OC(CO)C(O)C(O)C1NC(C)=O (stereo unspecified)	?	-39.5	-0.9%	-4.6%	3.8%	1.0%	-0.6%	-8.7%	0.9%	0.4%	3.4%
COc1ccc(-c2csc(NC(=O)C3CSC4(C)CCC(=O)N34)n2)c(OC)c1 (stereo unspecified)	-10.4%	2.7	-0.7%	nt	nt	nt	-2.7%	nt	4.2%	?	nt
c1ccc2c(CCNc3ncnc4nc[nH]c34)cccc2c1	?	8.4	-1.4%	?	-2.5%	-18.4%	-2.9%	?	8.5%	23.1µM*	19.5%
COc1ccc(C2CC(c3ccccc3)=NN2C(=O)c2cccs2)cc1 (stereo unspecified)	16.9µM*	-28.2	20.6%	2.6%	-7.4%	0.8%	?	-26.2%	-8.4%	?	3.3%
Cc1ccccc1Nc1nnc(C)c(=O)n1N	-9.0%	1.1	1.6%	?	-6.7%	-10.4%	-7.5%	?	?	3.2%	-3.5%
Cc1ccc(S(=O)(=O)NCc2ccccc2)cc1C(=O)N(C)Cc1ccccc1F	0.5%	9.3	-2.5%	-2.6%	-2.3%	2.8%	4.1%	-10.1%	4.1%	-16.9%	nt
Cc1ccc2c(cnn2C(=O)CCCC(=O)NCc2cccc(F)c2)c1	?	-2.1	-1.2%	-12.7%	-1.6%	0.2%	16.9%	6.4%	-0.1%	?	-10.7%
Cc1ccc2nsnc2c1NC(=O)Cc1ccc(Cl)cc1	-1.2%	15.6	-2.1%	13.7%	-1.8%	6.3%	-0.2%	7.9%	4.4%	6.1%	-10.6%
O=C(NC1CCCCCC1)C1CCCN(S(=O)(=O)c2cccs2)C1 (stereo unspecified)	2.4%	-8.1	-1.7%	-20.0%	8.4%	-6.6%	-3.4%	4.1%	2.6%	-6.4%	-0.5%
O=C(CNC(=O)Cc1ccccc1)NCC(=O)OCC(=O)c1ccc(Cl)cc1	-0.5%	-3.2	3.9%	-29.4%	-0.6%	-10.8%	0.6%	-6.4%	5.4%	6.0%	-13.4%
CCc1nc2ccccc2c(C(=O)OCC(=O)Nc2cccc(S(=O)(=O)N3CCOCC3)c2)c1C	3.3%	-5.2	-4.8%	?	3.6%	1.2%	-15.9%	?	-0.5%	?	?
O=C(Cc1ncc(C(F)(F)F)cc1Cl)N1CCN(c2ccc(F)cc2)CC1	3.2%	-6.3	-0.9%	31.7%	-3.8%	-5.9%	-1.8%	6.1%	-2.0%	-5.2%	10.7%
CCOC(=O)N1CCN(CCC(=O)Nc2ccc(OC(F)(F)F)cc2)CC1	0.2%	-40.9	-5.0%	31.0%	4.5%	-19.0%	-6.6%	-12.7%	-0.1%	-5.7%	3.0%
Cc1cc(N2CCCC2=O)ccc1S(=O)(=O)N1CCOCC1	-0.2%	8.0	1.0%	29.2%	-1.4%	5.8%	2.2%	-9.8%	-8.3%	-3.7%	-2.6%
Cc1ccc(NC(=O)C(=O)c2cn(CC(=O)N3CCCCC3)c3ccccc23)cc1	9.53µM*	3.6	1.2%	23.8%	0.2%	17.0%	-2.3%	-14.1%	20.8%	-10.7%	-10.9%

High-throughput results: PubChem, National Center for Advancing Translational Sciences (NCATS)
